# Epigenetic mod – epigenetic GFP locus derepression in mouse cells; mouse C127i GFP locus derepression, cytometry, 30 h; Potency, µM (doses to about 46.1 µM), inactives show at the top dose GFP derepression (activation); 68,000 compounds, 0.09% hits; AID 597; also: % of control where 0% means no effect
#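 Derepression screen: silenced CMV-GFP reporter in murine C127i cells, 30 h compound incubation at 37 C, washed cells imaged by laser-scanning cytometer to enumerate GFP-expressing objects of 20 to 120 um.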
# Ub-GFP proteasome – inhibits proteasome, raising ubiquitin-GFP reporter fluorescence; Ubiquitin-GFP reporter cells, proteasome inhibition, GFP fluorescence; response scale: untreated = 0%, 10 µM MG-132 = 100%; Potency, µM (titrated, usually from 45.9 µM), for the others: at the highest dose activation (GFP accumulation), actives largely listed as activators; 67,000 tested, under 10 active; active = well fitted activation curve with a large enough effect, not every such curve was filed as active; inconclusive = small, poorly fitted or top-dose-only effect, or another doubt; inactive = no such curve, though single readings can be large or run the other way; also: potency is read from the fitted curve at half-maximal effect
#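 Proteasome block read as GFP accumulation: ubiquitin(G76V)-GFP U2OS cells exposed to compound (2.9 nM–46 uM) for 4 hr at 37 C. Normalization used untreated cells as 0% and 10 uM MG-132 as 100%; concentration-response curves fitted.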
# Hsp90 Hop PPI – changes Hsp90-Hop TPR2A binding signal, up or down; 71,000 compounds, 0.44% hits; Potency, µM (series often up to 57 µM), without a hit: at the highest dose activity change, negative = inhibition; AID 595; AlphaScreen TPR2A-His6 binding biotin-Hsp90 C-terminal peptide; active = well fitted curve in either direction with a large enough effect; inconclusive = small, poorly fitted or top-dose-only effect, or another doubt; also: potency is read from the fitted curve at half-maximal effect; % is scaled to controls: 0 for no effect and ±100 for the full control effect; many of its hits are not listed in these tables
# HADH2 inh – HADH2 (human) dehydrogenase inhibition; recombinant HADH2, NADH fluorescence, beta-hydroxybutyryl-CoA; Q99714; 73,000 compounds, 3.4% hits; AID 886; Potency, µM (titrated, usually from 57.1 µM), for inactives: at the top dose activity change, negative = inhibition, most hits filed as inhibitors; also: potency is read from the fitted curve at half-maximal effect; % is scaled to controls: 0 for no effect and ±100 for the full control effect; nearly all actives have a fitted effect of over 60% in size; many of its hits are not listed in these tables
# Target sequence (Q99714 whole entry, looked up, one chain of several): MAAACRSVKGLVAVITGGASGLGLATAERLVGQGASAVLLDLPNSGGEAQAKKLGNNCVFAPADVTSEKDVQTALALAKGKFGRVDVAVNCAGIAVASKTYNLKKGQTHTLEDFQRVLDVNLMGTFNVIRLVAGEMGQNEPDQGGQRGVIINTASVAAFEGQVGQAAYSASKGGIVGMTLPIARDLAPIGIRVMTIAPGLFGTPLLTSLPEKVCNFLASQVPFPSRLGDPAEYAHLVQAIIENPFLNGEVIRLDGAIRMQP
#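 Activity measured as NADH fluorescence gain (360/450 nm), taken as the change between first and last reads of a 4-min kinetic run. Conditions: pH 9.0 Tris buffer, 20 nM E. coli-expressed His-tagged enzyme, 1 mM NAD+, 90 uM beta-hydroxybutyryl-CoA; 15-min compound preincubation.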
# 15-hLO inh – 15-hLO (ALOX15) enzyme inhibition; purified 15hLO-1, xylenol orange hydroperoxide absorbance; P16050; 74,000 compounds, 1.4% hits; Potency, µM (series often up to 57.1 µM), inactives show at the top dose activity change, negative = inhibition, actives largely listed as inhibitors; AID 887; also: potency is read from the fitted curve at half-maximal effect; % is scaled to controls: 0 for no effect and ±100 for the full control effect; nearly all actives have a fitted effect of over 55% in size
#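 Hydroperoxide formed from arachidonic acid (50 uM) by purified human 15hLO-1 (40 nM) oxidizes ferrous iron, and the ferric-xylenol orange complex is read at 573 versus 405 nm. Compounds were preincubated 15 min; reaction ran 6 min at room temperature.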
# FLuc inh – blocks Photinus pyralis firefly luciferase activity. purified firefly luciferase, luminescence, 8 min. Potency, µM (series often up to 57.1 µM), without a hit: top-dose activity change, negative = inhibition, most hits filed as inhibitors. 72,000 compounds, 2.2% hits. AID 411; also: potency is read from the fitted curve at half-maximal effect; % is scaled to controls: 0 for no effect and ±100 for the full control effect; nearly all actives have a fitted effect of over 40% in size
# Target sequence (P08659 whole entry, looked up): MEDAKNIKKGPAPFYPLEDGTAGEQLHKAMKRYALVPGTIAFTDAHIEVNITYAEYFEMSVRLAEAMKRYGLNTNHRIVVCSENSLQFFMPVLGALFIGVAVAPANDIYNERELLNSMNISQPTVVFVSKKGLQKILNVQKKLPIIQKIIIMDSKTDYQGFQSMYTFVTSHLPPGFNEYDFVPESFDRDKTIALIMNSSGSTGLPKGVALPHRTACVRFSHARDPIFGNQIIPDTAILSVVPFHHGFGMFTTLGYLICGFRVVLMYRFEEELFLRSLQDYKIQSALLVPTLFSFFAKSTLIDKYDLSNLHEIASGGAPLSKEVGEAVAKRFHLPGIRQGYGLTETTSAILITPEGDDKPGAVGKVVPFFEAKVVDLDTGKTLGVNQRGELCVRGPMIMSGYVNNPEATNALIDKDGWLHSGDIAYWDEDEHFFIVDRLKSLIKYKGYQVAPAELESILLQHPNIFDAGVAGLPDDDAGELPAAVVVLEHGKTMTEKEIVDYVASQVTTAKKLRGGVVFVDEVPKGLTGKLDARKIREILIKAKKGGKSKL
#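 Compounds were tested as concentration series (qHTS) against purified P. pyralis luciferase with luciferin and 10 uM ATP in 50 mM imidazole pH 7.2, 50 mM KCl, 7 mM MgCl2, 0.01% Tween 20, 0.05% BSA. Luminescence was read after 8 min at ambient temperature.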
# ERK AVP block – vasopressin-driven ERK pathway inhibition. HEK293-V1b, vasopressin-stimulated pERK AlphaScreen. 72,000 compounds, 0.99% hits. Potency, µM (top dose mostly 57.5 µM), without a hit: at the highest dose activity, negative = inhibition, most hits filed as inhibitors; also: potency is read from the fitted curve at half-maximal effect; % is scaled to controls: 0 for no effect and ±100 for the full control effect; nearly all actives have a fitted effect of over 55% in size
#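 V1b-HEK293 cells; cpd 30 min 37C; 25 nM vasopressin 5 min; lyse 10 min; AlphaScreen beads 5 hr RT. Normalized to DMSO basal and 25 nM vasopressin; AC50 by Hill fit.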
# CRE Fsk mod – alters forskolin-stimulated CRE reporter signaling in CHO cells | CHO CRE-bla reporter (cAMP response element driving beta-lactamase), forskolin EC10, beta-lactamase ratio | Potency, µM (titrated, usually from 38.2 µM), inactives show at the top dose activity change, negative = inhibition, usual class: activators | 71,000 compounds, 2.5% hits | AID 662; active = well fitted activation curve with a large enough effect in the signal ratio, with a control signal flat, not every such curve was filed as active; inconclusive = small, poorly fitted or top-dose-only effect, or effect the other way, or a change in a side signal; the % refers to the signal ratio; also: potency is read from the fitted curve at half-maximal effect; % of control where 0% means no effect
#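 Forskolin analogue NKH 477 at EC10 stimulated CRE-driven beta-lactamase in CHO cells alongside compound dilution series. Beta-lactamase was measured with CCF4, excitation 405 nm, emission ratio 460/530 nm.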
# HBB splicing – alters splicing of the hemoglobin beta chain; HBB splicing reporter cell assay, activation; EGFP reporter with mutant IVS2-654 intron; response scale: normalised to 500 nM splice-correcting PNA; Potency, µM (highest dose often 46.1 µM), inactives show at the highest dose activation, actives largely listed as activators; 65,000 compounds, 0.06% hits; AID 925; also: potency is read from the fitted curve at half-maximal effect; 0% is about no effect
#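 HeLa cells stably expressing EGFP interrupted by mutant beta-globin intron 2 (IVS2-654), 500/well in 2% FCS. Treated with compound for 2 days at 37C. Splicing correction scored as total well GFP intensity (488 nm excitation, 500-520 nm emission); 500 nM antisense PNA served as control.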
# Pol III holo inh – blocks replication by bacterial DNA polymerase III holoenzyme | reconstituted DNA polymerase III holoenzyme replication, biochemical | Potency, µM (top dose mostly 57.1 µM), inactives show at the top dose activity change, negative = inhibition | 71,000 compounds, 0.25% hits | AID 603; also: potency is read from the fitted curve at half-maximal effect; % is scaled to controls: 0 for no effect and ±100 for the full control effect
#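 Reconstituted *E. coli* holoenzyme (0.35 nM Pol III, 1 nM beta, 154 nM SSB, 2 nM primase) was preincubated with compound for 15 min at RT. Synthesis on 1.4 nM ssM13Gori ran 35 min, then was stopped with PicoGreen/EDTA and read as dsDNA fluorescence.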
# Tau filament bind – binders of human tau filaments. Potency, µM (top dose mostly 57.1 µM), without a hit: at the top dose activity change, negative = inhibition. recombinant tau filaments, thioflavin S fluorescence, 15 h; filaments grown with octadecylsulfate alongside compound. 71,000 compounds, 2% hits. AID 596;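 also: potency is read from the fitted curve at half-maximal effect; % is scaled to controls: 0 for no effect and ±100 for the full control effect; actives lower thioflavin S fluorescence by blocking filaments or displacing dye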
#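 ThS-based fibril read: tau 1 uM final, inducer ODS 30 uM final, 37 C for 15 h, ex 450/em 510 nm.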
# * marks the source's active call; other numbers are inactive results; ? = inconclusive; . = no result given; [ ] = another dose, or the depositor's remark. Unless noted, calls follow the shape of the dose curve; as a rule, active = well fitted curve in the direction sought with a large enough effect; inconclusive = small, poorly fitted or top-dose-only effect, or another doubt; inactive = no such curve, though single readings can be large; an effect the other way counts as inactive or inconclusive.
Molecule	Epigenetic mod	Ub-GFP proteasome	Hsp90 Hop PPI	HADH2 inh	15-hLO inh	FLuc inh	ERK AVP block	CRE Fsk mod	HBB splicing	Pol III holo inh	Tau filament bind
Cc1ccc(-c2noc(-c3ccccc3C(=O)N3CCN(C)CC3)n2)cc1	-2%	20%	0%	11%	3%	-8%	-9%	17%	3.4%[1.84 µM]	4%	9%
Cc1cc(NC(=O)CSc2nc3ccccc3c(=O)n2Cc2ccccc2)no1	7%	-4%	0%	-4%	4%	2%	-7%	15%	-0.3%[57.5 µM]	-5%	28%
CCNc1nc(OCCNS(=O)(=O)c2cc(C)ccc2C)nc(N(C)C)n1	-4%	9%	-3%	3%	-3%	0%	-21%	?	-0.9%[9.22 µM]	-4%	-11%
COCCNc1nc(-c2cccc(NS(C)(=O)=O)c2)nc2ccccc12	2%[9.22 µM]	3%	-3%	1%	51%[activator]	-1%[2.29 µM]	-12%	?	0.1%	-27%	2%
O=C(CCc1nc(-c2ccccc2F)no1)NCCN1CCc2ccccc2C1	4%	9%	-1%	1%	-9%	2%	23%	-18%	-0.7%	-12%	-8%
CCn1c(C(=O)N2CCC(C(=O)NCCCSC3CCCCC3)CC2)cc2sccc21	0%	-2%	-4%	-11%	?	-3%	?	?	-0.4%	6%	106%
CCCCCCCCCCCCCCCCCCNC(=O)OC[C@@H](COP(=O)([O-])OCC[n+]1ccsc1)OC	-1%	-7%	-3%	-8%	12%	1%	15%	-3%	0.9%	-3%	-2%
Cc1cc(C)c(C2C(C#N)=C(N)Oc3n[nH]c(C)c32)cc1CN1CCCC1 (centres undefined)	0%	7%	-7%	-3%	1%	0%	-10%	9%	-0.5%	-6%	-22%
COc1cc(NC(=O)CN(C)S(=O)(=O)c2ccc(C)cc2)cc(OC)c1	8%	0%	-23%	-19%	-6%	1%	?	?	-2.2%	-5%	0%
CCOc1ccc(N(C)S(=O)(=O)c2ccc3[nH]cc(C(=O)NCC4CCCO4)c(=O)c3c2)cc1 (centres undefined)	4%	?	-1%	-26%	?	0%	-6%	?	-0.3%	0%	90%
Cc1c(NC(=O)CN2CCN(C(c3ccccc3)c3ccccc3)CC2)c(=O)n(-c2ccccc2)n1C	0%	-8%	-2%	-4%	2%	3%	-11%	-8%	.	-5%	9%
O=C(Cn1cc2c(n1)CCCC2)NC1CCCCCC1	0%	-3%	-1%	-2%	3%	1%	-10%	-1%	-0.3%	-4%	2%
CCOc1ncccc1C(=O)Nc1ccc2c(C)cc(=O)oc2c1	1%	1%	2%	-12%	-2%	4%	4%	?	-1.9%	-1%	4%
Cc1ccc(Cn2ccc(NC(=O)c3nc4ncccn4n3)n2)cc1	0%	4%	-5%	1%	-5%	1%	-22%	-3%	-0.5%	-1%	-5%
Cc1cccnc1NC(=O)COc1ccc2oc3c(c2c1)CCCC3	1%	-4%	1%	4%	-7%	-4%	?	9%	.	-1%	34%
CSc1ccc(S(=O)(=O)Nc2ccc(N3CCOCC3)c(Cl)c2)cc1	-3%	18%	2%	-23%	?	2%	37%	?	1.2%	6%	-20%
O=C(NCc1cccnc1)c1ccc(CS(=O)(=O)Cc2ccc(Cl)cc2)o1	1%	11%	-14%	6%	-3%	-1%	23%	-10%	0.2%	-11%	5%
c1ccc(-c2nnc(CSc3nnc(-c4cccs4)o3)o2)cc1	0%	1%	0%	-2%	-26%	-39%	-29%	?	-4.9%	-2%	-4%
Cc1cc(C(=O)Nc2cccnc2)no1	0%	6%	?	22%	10%	1%	22%	-6%	3.4%	0%	9%
CC(C)C(=O)N(c1ccc(F)cc1)C1C=CS(=O)(=O)C1 (centres undefined)	4%	-4%	0%	3%	5%	3%	16%	1%	-0.1%	1%	4%
CNc1nc(SC)nc(N2CCOCC2)n1	-3%	-6%	0%	?	3%	1%	-5%	?	1.1%	-1%	-5%
Cc1ccc2[nH]c(=O)c(CN(Cc3ccc4c(c3)OCO4)Cc3nnnn3C3CCCC3)cc2c1	-2%	-4%	-10%	-1%	?	4%	-3%	-11%	.	-7%	46%
CCS(=O)(=O)NCCCCc1ccccc1	4%	-4%	-3%	2%	12%	1%	-7%	-7%	-0.6%	-2%	-9%
CCOc1ccc(CCNC(=O)C2CCCN(c3nn4c(=O)cc(C)nc4s3)C2)cc1 (centres undefined)	-1%	3%	0%	7%	0%	0%	8%	-3%	-0.6%	-4%	1%
O=C(Nc1ncnc2sc3c(c12)CCCCC3)c1ccco1	0%	4%	6%	-3%	9%	3%	-16%	5%	.	-3%	9%
CCOc1cc(C)c(C(C)C)cc1S(=O)(=O)n1ccc(C)n1	4%	4%	9%	19%	-8%	0%	20%	-9%	-2.1%	-5%	8%
Cc1cc(C)c(NC(=O)CCCN2CCOCC2)c(C)c1	-6%	-1%	-4%	11%	5%	0%	-5%	0%	0.0%	-4%	-8%
CC1(C)C/C(=N\O)c2cc3c(nc2C1)CCCC3	0%	-11%[9.17 µM]	-8%[11 µM]	1%[11.4 µM]	?	-8%	-25%	6%[7.6 µM]	-0.1%[0.0738 µM]	0%[11.4 µM]	2%[11.4 µM]
CCOC(=O)c1sc(NC(=O)c2ccc(Br)o2)cc1C	1%	3%	1%	8%	?	5µM*	6%	-2%	1.3%	-1%	111%
COc1ccc2[nH]c(=O)c(CN(C(=O)c3ccccn3)C3CCCCC3)cc2c1	8%	3%	-8%	?	-17%	0%	-8%	?	-1.6%[57.5 µM]	1%	11%
O=c1c(-c2cc(F)cc(F)c2)nc2cnc(Nc3ccccc3)nc2n1C[C@H]1CCCO1	0%[9.22 µM]	-1%	-3%	-8%	-6%	-1%[11.4 µM]	2%	?	5.1%	-8%	27%
C=CCc1ccc(OC)c(OC)c1	.	.	-10%	-3%	-2%	.	1%	-5%	0.9%	0%	0%
COC(=O)c1ccc(COc2ccc(C3C4=C(CCCC4=O)Nc4onc(C)c43)cc2)cc1 (centres undefined)	3%	9%	-4%	-2%	-14%	-2%	9%	?	0.1%[57.5 µM]	-2%	24%
COc1cc(OC)cc(C(=O)Nc2ccccc2NC(C)=O)c1	-2%	11%	-1%	10%	8%	1%	5%	9%	-1.2%	-2%	10%
O=C(CSc1ccc2nnc(-c3cccnc3)n2n1)NCC1CCCO1 (centres undefined)	.	1%	-8%	-28%	4%	3%	.	?	0.3%	-2%	5%
CC1(C)CC(=O)C2=C(C1)NC(=O)CC2c1cc2c(cc1Br)OCO2 (centres undefined)	0%	-14%	0%	10%	2%	1%	21%	-11%	0.8%	-2%	14%
COC(=O)c1c(F)c(F)c(N2CCOCC2)c(F)c1F	2%	7%	1%	-5%	-2%	0%	-9%	7%	-2.0%	2%	4%
CC(=O)Nc1ccc(C2Nc3ccccc3C(=O)N2C2CCCCC2)cc1 (centres undefined)	2%	?	-2%	3.2µM*	3%	0%	14%	-22%	-1.6%[9.22 µM]	-3%	-4%
COC(=O)[C@@]1(Cc2ccccc2)[C@H]2c3cc(C(=O)N4CCCC4)n(CC4CC4)c3C[C@H]2CN1C(=O)c1ccccc1	.	.	-14%	-9%	.	.	-15%	-15%	2.2%	-10%	6%
Cc1ccc2c(c1)nnn2C1CCN(S(=O)(=O)c2ccc(C(=O)N(C)C3CCCCC3)cc2)CC1	-2%	2%	0%	-5%	-3%	-1%	-5%	0%	.	2%	5%

# Screening data from PubChem BioAssay.

# These rows are one share of the data. The share of hits here may be higher or lower than overall.
